# From PubChem BioAssay
# ERG Ets-DNA blk: qHTS for Small Molecule Inhibitors of the ERG Ets/DNA interaction; Transcriptional regulator ERG (Homo sapiens), P11308; fluorescence polarization, His-ERG Ets domain / labelled DNA; Potency, µM (highest dose often 76.9 µM), for inactives: at the highest dose FP activity, negative = inhibition, most hits filed as inhibitors; 370,000 tested, 0.028% active; AID 624246, 2012; active = well fitted inhibition curve with a large enough effect in the polarisation, with a control signal flat; inconclusive = small, poorly fitted or top-dose-only effect, or effect the other way, or a change in a side signal; inactive = no such curve, though single readings can be large or run the other way; the % refers to the polarisation;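 note: polarization taken with two DNA probes labelled with fluorescein and Texas red; potency is the fitted concentration of half-maximal effect; % of control where 0% means no effect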
#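 His-tagged ERG Ets domain (1 uM in the protein solution; 300mM KCl, 50mM Tris-HCl, 1mM EDTA, 1mM DTT, pH 7.5) received compound, then a probe mix of 5 nM fluorescein-DNA and 100nM Texas-615-DNA. Fluorescence polarization was read for both dyes.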
# POLB inh: qHTS Assay for Inhibitors of DNA Polymerase Beta. Pol beta primer extension/strand displacement, fluorescence kinetic. Potency, µM (series often up to 114 µM), without a hit: at the top dose activity change, negative = inhibition, most hits filed as inhibitors. 340,000 tested, 1.3% active. P06746; note: potency is the fitted concentration of half-maximal effect; % is set by controls: 0 for no effect and ±100 for the full control effect
#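 Preincubation: enzyme (10 nM) with compound, 15 min, RT. Reaction: substrate added to 50 nM final. Reads: 0 and 10 min. Analysis: normalized, Hill fit.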
# Apoferritin bind: qHTS Assay for Identification of Novel General Anesthetics; apoferritin/1-aminoanthracene competitive binding, fluorescence; Potency, µM (titrated, usually from 77.5 µM), for the others: top-dose activity change, negative = displacement, usual class: inhibitors; 350,000 tested, 0.074% active; note: potency is the fitted concentration of half-maximal effect; % is set by controls: 0 for no effect and ±100 for the full control effect; nearly all actives have a fitted effect of over 20% in size
#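 Horse-spleen apoferritin (10 uM) was mixed with 50% saturated 1-aminoanthracene in PBS, exposed to compounds for 10 min at room temperature, and read for fluorescence (ex 380 nm, em 535 nm). Competitive displacement was fitted with a four-parameter Hill equation.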
# 12-LOX inh: Primary qHTS assay for inhibitors of human arachidonate 12S-lipoxygenase (ALOX12): Round 2; purified 12hLO, xylenol orange hydroperoxide absorbance; Polyunsaturated fatty acid lipoxygenase ALOX12 (Homo sapiens), P18054; Potency, µM (doses to about 108 µM), without a hit: top-dose activity change, negative = inhibition, actives largely listed as inhibitors; 580,000 tested, 1.1% active; note: potency is the fitted concentration of half-maximal effect; % is set by controls: 0 for no effect and ±100 for the full control effect
#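 Hydroperoxide product was detected by ferrous iron/xylenol orange as the 573 to 405 nm absorbance ratio. Arachidonic acid at 40 uM (final) was turned over for 30 min at room temperature by 150 nM human 12hLO, pH 7.0 Hepes buffer, after 15 min compound preincubation.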
# LDHA block: qHTS assay for inhibitors of human lactate dehydrogenase. L-lactate dehydrogenase A chain (Homo sapiens), P00338. purified LDHA, NADH/diaphorase-resazurin fluorescence; hits give low values. activity change, % (values are at about 110 or 230 µM). 480,000 tested, 0.15% active; in the data active = activity change below about -30%; inconclusive = mostly about -25% to -30%;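 note: plate controls were DMSO wells for no effect and wells without enzyme for full effect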
#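 Human LDH5 at 2 nM final in Tris HCl pH 7.4 with 0.06 mM NADH and 0.2 mM pyruvate, reacted 5 minutes at room temperature. Remaining NADH coupled via diaphorase/resazurin; resorufin fluorescence read at 0 and 20 minutes, normalized to enzyme-free and DMSO wells.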
# RGS4 inhibitor: Inhibitors of Regulator of G Protein Signaling (RGS) 4: qHTS. Regulator of G-protein signaling 4 (Homo sapiens), P49798. Transcreener GDP fluorescence polarization, RGS4-accelerated GTP hydrolysis. Potency, µM (titrated, usually from 114 µM), for the others: at the highest dose activity change, negative = inhibition, hits mostly inhibitors. 390,000 tested, 0.039% active. AID 504845, 2011; note: potency is the fitted concentration of half-maximal effect; % is set by controls: 0 for no effect and ±100 for the full control effect; nearly all actives have a fitted effect of over 75% in size; some results filed as inactive show a strong effect at the top dose
# Target sequence (P49798 whole entry, looked up): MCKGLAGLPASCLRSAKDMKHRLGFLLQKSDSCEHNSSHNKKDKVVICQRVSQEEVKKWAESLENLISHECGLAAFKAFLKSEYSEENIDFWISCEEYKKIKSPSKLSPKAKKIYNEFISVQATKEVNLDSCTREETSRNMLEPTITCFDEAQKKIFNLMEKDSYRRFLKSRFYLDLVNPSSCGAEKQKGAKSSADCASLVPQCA
#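 MLSMR compounds (23 nl, pin-transferred) preincubated 10 min at room temperature with a 500nM (2x) first reagent, then RGS4 at 900nM (2x) plus Transcreener GDP mix added; fluorescence polarization (620/688 nm) read before and after 90 min at 30 °C.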
# Pol kappa inh: qHTS for Inhibitors of Polymerase Kappa | DNA polymerase kappa (Homo sapiens), Q9UBT6 | purified Pol kappa, fluorescent DNA synthesis assay, 10 min | Potency, µM (doses to about 107 µM), inactives show top-dose activity, negative = inhibition, hits mostly inhibitors | 400,000 tested, 0.53% active | AID 588579, 2011; note: potency is the fitted concentration of half-maximal effect; % is set by controls: 0 for no effect and ±100 for the full control effect
# Target sequence (Q9UBT6 whole entry, looked up): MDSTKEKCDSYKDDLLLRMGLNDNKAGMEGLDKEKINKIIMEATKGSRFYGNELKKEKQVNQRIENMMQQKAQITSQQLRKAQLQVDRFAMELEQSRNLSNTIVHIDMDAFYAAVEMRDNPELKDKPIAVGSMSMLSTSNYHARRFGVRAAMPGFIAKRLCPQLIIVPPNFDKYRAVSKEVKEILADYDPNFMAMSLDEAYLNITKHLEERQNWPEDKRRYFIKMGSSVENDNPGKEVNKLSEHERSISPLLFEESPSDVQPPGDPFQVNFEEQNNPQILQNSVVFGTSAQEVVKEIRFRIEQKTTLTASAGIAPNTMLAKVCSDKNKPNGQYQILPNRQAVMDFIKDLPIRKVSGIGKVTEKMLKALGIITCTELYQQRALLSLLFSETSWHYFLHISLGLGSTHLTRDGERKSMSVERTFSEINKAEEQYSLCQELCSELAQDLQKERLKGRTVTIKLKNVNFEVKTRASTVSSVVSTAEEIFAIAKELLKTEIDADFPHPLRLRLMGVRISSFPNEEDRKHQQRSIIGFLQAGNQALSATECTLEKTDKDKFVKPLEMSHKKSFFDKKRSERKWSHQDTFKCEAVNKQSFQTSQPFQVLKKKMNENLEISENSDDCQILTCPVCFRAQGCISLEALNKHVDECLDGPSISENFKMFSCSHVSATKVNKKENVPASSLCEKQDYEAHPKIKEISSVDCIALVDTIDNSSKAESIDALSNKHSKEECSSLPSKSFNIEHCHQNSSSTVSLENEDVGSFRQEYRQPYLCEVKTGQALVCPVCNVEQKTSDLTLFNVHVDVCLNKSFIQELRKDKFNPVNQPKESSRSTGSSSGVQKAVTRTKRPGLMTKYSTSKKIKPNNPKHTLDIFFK
#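 Activity was followed as the change in fluorescence between reads at 0 and 10 min after starting the reaction with 50 nM substrate. Beforehand, 10 nM polymerase had been preincubated with compound for 15 min at room temperature.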
# Pol eta inh: qHTS for Inhibitors of Polymerase Eta | DNA polymerase eta (Homo sapiens), Q9Y253 | recombinant Pol eta, fluorescent DNA replication assay | Potency, µM (series often up to 114 µM), inactives show top-dose activity change, negative = inhibition, hits mostly inhibitors | 390,000 tested, 1.2% active | AID 588591, 2011; note: potency is the fitted concentration of half-maximal effect; % is set by controls: 0 for no effect and ±100 for the full control effect
#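 Pol eta (10 nM) was preincubated with compounds for 15 min at room temperature, after which fluorescent replication substrate (50 nM final) was added to start the reaction. Fluorescence was read kinetically at 0 and 10 min.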
# APE1 inh: qHTS Assay for Inhibitors of the Human Apurinic/apyrimidinic Endonuclease 1 (APE1) | recombinant APE1, TAMRA/BHQ-2 abasic DNA cleavage fluorescence | DNA repair nuclease/redox regulator APEX1 (Homo sapiens), P27695 | Potency, µM (top dose mostly 65.8 µM), inactives show at the highest dose activity change, negative = inhibition, actives largely listed as inhibitors | 350,000 tested, 0.35% active;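 note: potency is the fitted concentration of half-maximal effect; plate controls were vehicle for no effect and reference inhibitor for full effect; nearly all actives have a fitted effect of over 55% in size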
#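 Quantitative HTS: incision of a TAMRA/BHQ-2 double-stranded substrate bearing a tetrahydrofuran abasic site by 0.75 nM APE1 raises fluorescence. Substrate 50 nM final, added after 15 min compound preincubation at room temperature; progress as third-minus-first kinetic read difference.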
# An asterisk follows results filed as active; i = inactive; ? = inconclusive; / = no result given; & = joins results of further samples; [ ] = remark or other dose. Unless noted, calls come from the whole dose curve; as a rule, active = well fitted curve in the direction sought with a large enough effect; inconclusive = small, poorly fitted or top-dose-only effect, or another doubt; inactive = no such curve, though single readings can be large; an effect the other way counts as inactive or inconclusive.
SMILES,ERG Ets-DNA blk,POLB inh,Apoferritin bind,12-LOX inh,LDHA block,RGS4 inhibitor,Pol kappa inh,Pol eta inh,APE1 inh
CC(C)(C)c1ccc(/C=N/NC(=O)C2CCCC2)cc1,-2.0%,4.6%,?,0.0%,-0.5,7.4%,-4.2%,-0.9%,-24.1%
CCCN1CCN(CCCNC(=O)c2cc3c(Cl)nc4ccccc4c3s2)CC1,-1.5%,1.9%,-18.9%,-13.4%,0.2,-21.0%,-7.2%,-25.9%,/
CCCCn1cnc2c([nH]c3cc(OC)ccc32)c1=O,-8.2%,-10.5%,-5.6%,5.4%,-2.7,-15.0%,-0.1%,-12.0%,1.6%
COc1cc([N+](=O)[O-])cc(/C=N/NC(=O)C(C)Nc2cccc(C)c2)c1O (centres undefined),3.8%,-3.9%,-9.8%,7.5%,4.7,6.7%,-9.8%,-4.3%,8.1%
CCOC(=O)CCC(NC(=O)c1ccc(Nc2nc3ccccc3nc2C(=O)OCC)cc1)C(=O)OCC (centres undefined),5.1%,/,/,-0.5%,-1.7,12.4%,-5.7%,3.8%,/
Cc1cc(C)cc(NC(=O)CN(c2cc(C(F)(F)F)ccc2Cl)S(=O)(=O)c2ccccc2)c1,-2.9%,-1.4%,-3.1%,-21.3%,0.8,-9.4%,-7.4%,-24.9%,/
CCCCC1(C(=O)OCC)NC(c2ccc(O)cc2)C2C(=O)N(c3ccccc3)C(=O)C21 (centres undefined),2.9%,42.9%,-6.8%,0.0%,-0.4,-75.7%[56.9 µM],3.1%,-11.6%,-1.4%
COc1ccc(/C=C/C(=O)N(Cc2cccs2)C2CCS(=O)(=O)C2)cc1 (centres undefined),3.5%,-5.7%,-17.1%,-10.0%,0.2,-12.9%,2.3%,-12.1%,-1.2%
O=C(NCc1ccco1)C(c1ccncc1)N(C(=O)Cc1cccs1)c1ccccc1 (centres undefined),-5.8%,23.7%,-4.1%,-5.9%,1.8,-16.3%,2.2%,-4.1%,19.2%
Cc1cc(C)nc(SCc2nnc(SCC#N)n2-c2cccc(Cl)c2)n1,-7.1%,-4.8%,-8.2%,10.6%[57.4 µM],-12.2,-7.9%,-6.2%,2.0%,12.6%
CCOC(=O)c1cc(C(C)(C)C)nc(SC)c1C#N,4.0%,-23.1%,-15.6%,0.0%,0.0,-5.2%,0.5%,-12.8%,-1.1%
COc1cc(CN2CCCCC2C(=O)Nc2ccc(Oc3ccccc3)nc2)ccc1O (centres undefined),2.3%,0.6%,?,?,18.3,-29.9%,-4.8%,-17.2%,32.8%
O=C(CSc1oc(-c2ccc(F)cc2)nc1S(=O)(=O)c1ccc(Cl)cc1)c1ccccc1,-1.0%,0.1%,-5.3%,?,-3.8,1.8%,?,-13.4%,/
CC(=O)Nc1nonc1-c1nnc(SCC(=O)N(C)c2ccccc2)n1C,-1.3%,32.4%,6.4%,1.4%,-4.8,17.2%,-9.8%,-15.8%,/
CCCCn1c(N)c(N(CC)C(=O)C2CCCC2)c(=O)[nH]c1=O,2.7%,/,/,227.3%[activator],-15.3,9.1%,-10.1%,-18.2%,14.1%
NCCSSCCN,15.7%,11.3%[57.1 µM],-11.7%&-9.7%,22.9%,-6.4,?,0.3%[60.1 µM],-0.4%[57.1 µM],-3.4%&-0.8%&-3.0%
Cc1cccc(NC(=O)c2nc[nH]c2C(=O)N2CCC(C)CC2)c1,-13.3%,/,/,8.1%,-5.9,7.2%,-1.8%,-22.8%,-15.1%
CCOC(=O)Cn1c(CN(Cc2ccccc2)Cc2ccccc2)nc2c1c(=O)[nH]c(=O)n2C,-2.4%,30.2%[activator],?,-5.4%&-2.7%,-16.5&3.8,7.2%,-3.4%,-15.5%,-8.7%
Cc1cc(Cl)c2oc(C(=O)N(C)CCc3cnn(C)c3)c(C)c2c1,-3.6%,20.0%,-4.2%,1.5%,0.4,-1.9%[11.4 µM],-18.4%,-26.1%,62.8%[activator]
O=C(COc1ccccc1Cl)NCCNC(=O)c1cnccn1,-1.0%,18.1%,-7.6%,2.9%,-6.0,11.8%,-7.1%,4.8%,4.7%
CN(CCc1ccccn1)C(=O)CCC1CCCN(C(=O)NC2CCCCC2)C1 (centres undefined),-7.4%,26.2%,-4.3%,-3.7%,-3.4,18.5%,-25.5%,?,-5.8%
COc1cc(/C=N/NC(=O)C(N)=O)ccc1OC(=O)c1cccs1,-0.9%,40.6%,-6.9%,-6.2%,-2.3,-20.9%,-2.4%,-13.3%,11.8%
CC1CCN(C(=S)Nc2ccc(F)cc2)CC1,6.2%,-12.4%,-11.2%,-4.4%,14.6,?,-10.2%,-28.2%,2.4%
COc1ccc(-c2[nH]c(-c3ccccc3)nc2SCC(=O)Nc2ccc3c(c2)OCO3)cc1,3.8%,-13.0%,42.4%[activator],-2.7%,-1.4,-13.2%,-22.2%,-11.4%,/
COc1ccc(N2C(=O)C(Cl)=C(NCc3ccccc3)C2=O)cc1,-6.0%,-2.9%,?,?,3.4,-2.3%[11.4 µM],-8.8%,-9.8%,-0.9%
CC(C)CC(NS(=O)(=O)c1cccc(C(=O)O)c1)C(=O)O (centres undefined),-10.1%,-1.0%,-1.9%,-11.0%,-1.5,-22.9%,6.8%,-14.9%,7.1%
Cc1ccc(NC(=O)CN2C(=O)NC3(CCCCC3C)C2=O)cc1S(=O)(=O)N1CCCCC1 (centres undefined),0.1%,/,/,-11.4%,-9.2,-5.4%,-10.3%,-8.2%,-15.2%
CCN(C(=O)COC(=O)COc1ccc2c(C)cc(=O)oc2c1)C1CCS(=O)(=O)C1 (centres undefined),2.8%,-0.9%,-6.1%,5.9%,-5.6,8.8%,-11.5%,-1.7%,?
COc1ccccc1NC(=O)c1ccc(NC(=O)CN(C)Cc2ccccc2F)cc1,5.9%,3.7%,-9.7%,4.4%,-0.8,22.1%,-21.6%,-9.5%,20.5%
C=CCN(c1ccccc1)S(=O)(=O)c1cccc(C(=O)N2CCN(c3ncccn3)CC2)c1,/,/,/,1.8%,0.5,-31.4%,-18.0%,-15.4%,16.8%
CC(Oc1ccccc1)c1ccnc(N)n1 (centres undefined),15.8%,?,-11.1%,6.8%,-3.3,20.2%,-0.2%,1.6%,0.7%
CCc1ccccc1N(CC(=O)N1CCN(c2ccc(F)cc2)CC1)S(C)(=O)=O,/,26.5%,-17.5%,?,-0.6,-12.1%,-8.4%,-6.3%,-3.7%
O=C(Nc1ccc2nc3n(c(=O)c2c1)CCCCC3)c1cc([N+](=O)[O-])ccc1F,4.6%,-20.6%,?,-6.8%,-0.3,-16.4%,17.1%,?,-24.0%
O=C(Nc1ccccc1C(=O)O)c1cccc(F)c1,-6.1%,/,/,0.0%,-3.9,-13.0%[11.4 µM],-3.8%,-19.7%,/
Cc1ccc(C(C)(C)C)cc1S(=O)(=O)Nc1cccc(S(=O)(=O)NC2=NCCC2)c1,4.3%,9.2%,-2.6%,20.1%,-3.2,14.2%,-14.3%,-16.6%,-2.8%
O=C(COC(=O)c1ccccn1)Nc1ccccc1OC(F)F,2.6%,38.8%,-1.3%,-1.9%,-0.5,17.4%,-0.1%,-0.2%,6.7%
CCCCc1c(O)nc(SCC(=O)c2ccccc2)n(-c2ccccc2C)c1=O,-7.4%,-27.1%,-5.8%,0.0%,-3.2,-14.7%,-5.4%,-15.3%,3.3%
CC1(C)C(=O)NCCN1C(=O)c1ccc2nc(Cc3ccccc3F)oc2c1,?,4.0%,-3.0%,0.7%,-4.2,-45.3%,-9.8%,-18.2%,23.5%
O=C(Nc1ccc(Cl)c(Cl)c1)Nc1nc(-c2ccccc2)cs1,/,-0.1%,0.4%,-9.0%,-11.4,7.0%,-4.9%,-10.6%,2.4%
Cc1nc2ncnn2c(N2CCN(C(=O)c3cccc(F)c3)CC2)c1Cc1ccccc1,-4.9%,4.9%,-14.5%,-4.8%,0.0,-6.3%,-9.3%,-14.9%,-0.1%
COc1ccc(N2CCN(C(=O)c3ccccc3F)CC2)c([N+](=O)[O-])c1,4.0%,-16.8%,-5.3%,3.8%,-2.5,-22.8%[11.4 µM],-1.3%,?,7.1%
O=C(COc1ccccc1Cl)NC1CC1,7.6%,-1.2%,-2.7%,i,-11.4,1.5%,-3.2%,-18.4%,8.7%
CC1CCCC(NC(=O)c2ccc3c(c2)OCO3)C1C (centres undefined),-4.0%,/,/,-24.6%,-5.3,-21.9%,-13.7%,-14.5%,?
CC(C)c1ccc(NC(=O)CSc2ncc3c(n2)-c2ccccc2N(C)S3(=O)=O)cc1,7.9%,21.5%,-6.0%,-24.7%,-5.9,-22.9%,11.0%,-6.1%,/

# Not all compounds are listed; count on the stated rates, not on these rows.
